TGFb inhibitor: qHTS for Inhibitors of TGF-b; AID 588855, 2011; Potency, µM (doses to about 46.1 µM), without a hit: at the highest dose activity, negative = inhibition, most hits filed as inhibitors; 410,000 compounds, 1.2% hits; HepG2 CAGA-GFP TGF-b/SMAD3 reporter, GFP fluorescence, 18 h; TGF-beta stimulated, 500 pg/mL final; also: potency is read from the fitted curve at half-maximal effect; % is scaled to controls: 0 for no effect and ±100 for the full control effect; nearly all actives have a fitted effect of over 65% in size
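Smad-responsive CAGA-GFP expression was quantified in HEPG2 cells exposed to compounds and 500 pg/mL final TGF-beta for 18 h at 37 degrees C; unstimulated wells defined full inhibition.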
CCT modulator: High-Throughput Screening for Modulators of Cytosolic Chaperonin Activity; purified chaperonin ATPase assay, HTRF ADP detection, 30 min; AID 651819, 2012; activity change, % (concentration not given with the values), hits read low; 360,000 compounds, 0.3% hits; in the data active = activity change below about -30%; also: % is scaled to controls: 0 for no effect and ±100 for the full control effect
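ATPase activity: ADP formed was measured by HTRF Transcreener (665/615 nm ratio) after 30 min at 37 deg C with 10 uM ATP. Compounds screened at one 76 uM concentration against 40 or 20 nM TRiC in Tris pH 7.4/KCl/MgCl2/DTT buffer.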
HepG2 tox: qHTS for Inhibitors of TGF-b: Cytotox Counterscreen; HepG2 CAGA-GFP viability, ATP luminescence, 18 h; Potency, µM (highest dose often 46.1 µM), for the others: top-dose activity change, negative = cytotoxicity, most hits filed as cytotoxic; 410,000 compounds, 0.76% hits; also: potency is read from the fitted curve at half-maximal effect; some results filed as inactive show a strong effect at the top dose
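HepG2 CAGA-GFP cells (1000/well, DMEM with 1% FBS) received compound, then TGF-beta at 500 pg/mL final, and were incubated 18 hours at 37 degrees C. Viability was read by CellTiter-Glo luminescence. Media-only wells were set as complete cell-killing and DMSO as no toxicity.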
Nrf2 inh: Nrf2 qHTS screen for inhibitors | Potency, µM (titrated, usually from 46 µM), for inactives: at the highest dose activity change, negative = inhibition, most hits filed as inhibitors | 360,000 compounds, 2.1% hits | AID 504444, 2011 | A549 ARE-Fluc reporter, luciferase luminescence, 18-24 h; also: potency is read from the fitted curve at half-maximal effect; % is scaled to controls: 0 for no effect and ±100 for the full control effect; nearly all actives have a fitted effect of over 60% in size
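Reporter: ARE-Fluc in A549. Exposure: 18-24 h, 37 °C, 5% CO2, 5% FBS OPTI-MEM. Readouts: fluorescent cytotoxicity (CellTiter-Fluor), then luminescent Nrf2 signal after BugLite.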
Mm-Cpn inhibitor: Inhibitors of TCP-1 ring complex (TRiC) of Methanococcus maripaludis (MmCpn): qHTS; Chaperonin Mm-Cpn (Methanococcus maripaludis); 330,000 compounds, 0.031% hits; Potency, µM (titrated, usually from 76.9 µM), for the others: at the top dose activity, negative = inhibition, hits mostly inhibitors; purified Mm-Cpn ATPase, ADP Transcreener TR-FRET; also: potency is read from the fitted curve at half-maximal effect; % is scaled to controls: 0 for no effect and ±100 for the full control effect; nearly all actives have a fitted effect of over 80% in size
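ATPase turnover read by TR-FRET ADP competition (Eu cryptate antibody/ADP-d2, 665/590 nm): 10uM ATP final, 25nM Mm-CPN final, 30 min 37degC after 10-min compound preincubation, pH 7.4 Tris/KCl/MgCl2/DTT buffer.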
ATXN viability: Viability Counterscreen for Primary qHTS for Inhibitors of ATXN expression; AID 651635, 2014; Potency, µM (series often up to 56.7 µM), actives largely listed as cytotoxic; S2 cells (HEK-293 line with an ATXN2-luciferase reporter) viability, CellTiter-Fluor protease fluorescence, 24 h; 400,000 compounds, 0.49% hits; also: potency is read from the fitted curve at half-maximal effect; nearly all actives have a fitted effect of over 40% in size
Nrf2 activator: qHTS of Nrf2 Activators | AREc32 ARE-luciferase reporter (MCF7-derived line), luminescence, 24 h | Potency, µM (series often up to 46.1 µM), without a hit: top-dose activation, hits mostly activators | 410,000 compounds, 0.31% hits | AID 624171, 2012; also: potency is read from the fitted curve at half-maximal effect; % of control where 0% means no effect; nearly all actives have a fitted effect of over 65% in size
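Nrf2 activation is followed as ARE-luciferase induction in the AREc32 line after one day of compound treatment; luminescence is read with Steady-Glo.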
A549 viability: Nrf2 qHTS screen for inhibitors: counterscreen for cytotoxicity; Potency, µM (top dose mostly 46 µM), for the others: at the top dose activity change, negative = cytotoxicity, hits mostly inhibitors; A549 ARE-Fluc cells, CellTiter-Fluor viability, 18-24 h; 390,000 compounds, 0.16% hits; also: potency is read from the fitted curve at half-maximal effect; % is scaled to controls: 0 for no effect and ±100 for the full control effect
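A549 ARE-Fluc cells in 5% FBS OPTI-MEM, 5000 cells/well, rested 2 h then exposed to compounds in concentration-response for 18-24 h at 37 °C. Viability by CellTiter-Fluor fluorescence (Ex 405/Em 525) after 30 min; luciferase luminescence (BugLite, 15 min, RT) read afterwards.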
pAkt inh: HTS Assay for Inhibitors of Akt Phophorylation: Primary Screen | Neuro2A IGF-stimulated pAkt S473 HTRF, 20 min; hits give low values | activity change, % for hits at 50 µM | AID 651550, 2012 | 360,000 compounds, 0.32% hits; in the data active = activity change below about -80%; inconclusive = mostly about -51% to -80%; also: % is scaled to controls: 0 for no effect and ±100 for the full control effect
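Neuro2A cells in DMEM with 0.5% FBS, overnight at 37 deg C, given compound at single 50 µM final, then IGF (6 nM final) for 20 min at 37 deg C. Lysed; phospho-Akt Ser473 by HTRF after 24 h, 665/615 ratio.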
Active calls of the source: *; i = inactive; ? = inconclusive; . = not tested or not shown. Unless noted, calls follow the shape of the dose curve; as a rule, active = well fitted curve in the direction sought with a large enough effect; inconclusive = small, poorly fitted or top-dose-only effect, or another doubt; inactive = no such curve, though single readings can be large; an effect the other way counts as inactive or inconclusive.

SMILES | TGFb inhibitor | CCT modulator | HepG2 tox | Nrf2 inh | Mm-Cpn inhibitor | ATXN viability | Nrf2 activator | A549 viability | pAkt inh
O=C(CNC(=O)c1ccccc1)Nc1cccc(C(F)(F)F)c1 | 3% | 0.9 | 7% | 6% | 0% | i | 2.7% | -1% | i
COc1cc(S(=O)(=O)N2CCN(c3ccccc3)CC2)ccc1F | 6% | 0.2 | -38% | -15% | -11% | i | -0.7% | -7% | i
C[C@@H](C(=O)NCc1ccccc1)N1C(=O)C2CC=CCC2C1=O (stereo partly specified) | -11% | -2.2 | -27% | -9% | -4% | i | 2.4% | -1% | i
CCN1CCCC1CNC(=O)CN1C(=O)COc2ccc(C)cc21 (stereo unspecified) | 1% | -0.3 | -6% | 4% | 0% | i | 0.6% | -4% | i
CN(c1ccc([N+](=O)[O-])cc1C(N)=O)C1CCCCC1 | -5% | -4.0 | -8% | -21% | -1% | ? | 0.1% | -29% | i
CN(Cc1ccccc1)CC(O)COc1ccc(CNCc2cc3ccccc3s2)cc1 (stereo unspecified) | ? | -1.1 | 11µM* | ? | 1% | ? | 4.0% | -19% | i
COc1ccc(N(C(=O)c2snc(C(N)=O)c2N)C(C(=O)NCc2ccccc2)c2ccc(O)cc2)cc1 (stereo unspecified) | 11% | -23 | -37% | 11% | 0% | i | 0.7% | -3% | i
O=C(Nc1ccc(NC(=O)c2ccccc2F)cn1)c1ccco1 | -1% | 0.5 | -34% | ? | 0% | i | -0.4% | 2% | i
CC1(C)CC2CC(C)(CN2S(=O)(=O)c2cccc(N)c2)C1 (stereo unspecified) | -3% | -2.2 | -3% | ? | -2% | i | -0.7% | -19% | i
Nc1nncn1C(=O)CCc1ccccc1 | 11% | -0.2 | 6% | 10% | -1% | i | 5.1% | -16% | i
Cc1ccc(-c2n[nH]c3c2C(c2ccc(C(C)(C)C)cc2)NC3=O)cc1 (stereo unspecified) | 2% | . | -9% | ? | . | i | -0.9% | 19% | .
CCCCC(c1nnnn1C1CCCC1)N1CCN(C(=O)c2ccco2)CC1 (stereo unspecified) | 9% | -4.3 | 2% | . | 0% | i | 0.0% | -3% | i
COc1ccc(NC(=O)/C(C#N)=C/c2cc(C)n(-c3ccc(F)cc3)c2C)cc1 | 20% | . | -3% | -13% | . | i | 0.2% | -9% | .
Cc1sc2ccccc2[n+]1CC(=O)O | -3% | -0.8 | 12% | 0% | -3% | i | 0.6% | -9% | i
CCN(CC)C(=O)c1nc[nH]c1C(=O)N1CCC(C)CC1 | 0% | 1.2 | 10% | 21% | 0% | i | 2.4% | 7% | i

Retrieved by structure from the entries so far, four records:
SMILES | TGFb inhibitor | CCT modulator | HepG2 tox | Nrf2 inh | Mm-Cpn inhibitor | ATXN viability | Nrf2 activator | A549 viability | pAkt inh
CCN1CCCC1CNC(=O)CN1C(=O)COc2ccc(C)cc21 (stereo unspecified) | 1% | -0.3 | -6% | 4% | 0% | i | 0.6% | -4% | i
Nc1nncn1C(=O)CCc1ccccc1 | 11% | -0.2 | 6% | 10% | -1% | i | 5.1% | -16% | i
C[C@@H](C(=O)NCc1ccccc1)N1C(=O)C2CC=CCC2C1=O (stereo partly specified) | -11% | -2.2 | -27% | -9% | -4% | i | 2.4% | -1% | i
COc1cc(S(=O)(=O)N2CCN(c3ccccc3)CC2)ccc1F | 6% | 0.2 | -38% | -15% | -11% | i | -0.7% | -7% | i

Following part.
SMILES | TGFb inhibitor | CCT modulator | HepG2 tox | Nrf2 inh | Mm-Cpn inhibitor | ATXN viability | Nrf2 activator | A549 viability | pAkt inh
Cc1ccc(S(=O)(=O)Oc2ccc(C3C4=C(CCCC4=O)OC4=C3C(=O)CCC4)cc2)cc1 | -10% | -1.5 | 9% | 2% | 1% | i | -0.4% | -2% | i
Cc1ccc(-c2nnn(CC(=O)N(Cc3cccs3)C(C(=O)NC3CCCC3)c3ccco3)n2)o1 (stereo unspecified) | -17% | -0.2 | -9% | -24% | -2% | i | -0.4% | -5% | i
COc1ccc(/C=C/C(=O)NCc2cnn(C)c2C)cc1COc1ccc(Br)cc1 | ? | -0.6 | -2% | ? | -1% | i | -0.7% | -24% | i
Cc1ccc(NC(=O)C2(C)CCN2C(=O)CCC2CCCC2)cc1C (stereo unspecified) | 4% | 0.0 | -15% | . | . | ? | 0.1% | . | i
CCOC(=O)c1cnc(SCc2cccc3ccccc23)nc1N | -2% | -0.7 | -22% | -4% | 1% | i | -0.1% | -15% | i
CC(C)NC(=O)c1ccc(-n2c(-c3ccccc3)cc3c2CCCC3)cc1 | ? | . | -29% | -2% | . | . | ? | 13% | .
CN(C(=O)c1ccc(NC(=O)Cc2cccc(NC(=O)C3CCN(C(=O)CCc4ccccc4)CC3)c2)cc1)C1CCCC1 | 13µM* | -1.3 | -10% | -18% | -2% | i | 7.0% | -9% | i
CCc1ccc(CCC(=O)Nc2ccc(S(N)(=O)=O)cc2)o1 | -28% | -0.9 | -1% | . | ? | i | 0.3% | -3% | i
CCC1CCc2nc3sc(C(=O)Nc4ccc(C)cc4C)c(N)c3cc2C1 (stereo unspecified) | ? | . | -9% | -6% | . | i | -0.5% | 7% | .
Cc1cc(NC(=O)c2csc([C@@H]3O[C@H](CO)[C@H](O)[C@H](O)[C@H]3O)n2)n(C)n1 | -20% | -1.2 | -44% | . | . | i | 0.3% | . | i
CC1CN(c2nc(Nc3ccccc3)nc(N)c2[N+](=O)[O-])CC(C)O1 (stereo unspecified) | -15% | -1.0 | -1% | ? | 2% | i | -0.4% | -22% | i
Cc1ccnc(NS(=O)(=O)c2ccc(NC(=O)c3ccc(S(=O)(=O)N4CCOCC4)cc3)cc2)n1 | 16% | 0.5 | -1% | -2% | -2% | i | -0.5% | 3% | i
CC(C)C(C(=O)NCC1CCCO1)N(Cc1cccs1)C(=O)CNS(=O)(=O)c1ccccc1 (stereo unspecified) | 4% | 1.3 | 7% | 6% | 0% | i | -0.7% | -1% | i
Cc1cccc(NC(=O)NCC(c2cccnc2)N2CCOCC2)c1 (stereo unspecified) | 12% | -1.8 | -1% | 24% | 2% | i | 0.1% | 4% | i
Cc1sc2ncnc(N3CCN(S(=O)(=O)c4ccc(C(C)(C)C)cc4)CC3)c2c1C | -27% | 1.1 | -27% | ? | 0% | i | -1.1% | ? | i
O=C(Nn1c(=S)[nH]c2ccccc2c1=O)c1ccncc1 | 2% | -3.2 | -17% | 1% | 2% | i | 3.7% | -5% | i
O=C(Nc1ccncc1)Nc1ccc(F)cc1F | 9% | 1.4 | 1% | -4% | 1% | i | 0.3% | -2% | i
CCC(C)NC(=O)c1n[nH]c(=O)c2ccccc12 (stereo unspecified) | 2% | 2.0 | -3% | ? | 1% | i | -0.3% | -9% | i
CCOc1ccc(S(=O)(=O)NCCC(=O)NC2CCCCC2)cc1 | 15% | -1.5 | 2% | 17% | 2% | i | -0.8% | 10% | i
Clc1ccc(CN2CCN(/N=C/c3cccnc3)CC2)cc1 | 4% | -1.6 | 1% | 5% | 4% | i | -0.5% | 1% | i
COc1ccc(S(=O)(=O)Nc2cc(S(=O)(=O)c3ccccc3)c(O)c(C)c2C)cc1 | 19% | . | 1% | -11% | . | i | -0.9% | -3% | .
CCN1CCN(c2sc(S(=O)(=O)CC)nc2S(=O)(=O)c2ccc(Cl)cc2)CC1 | -6% | 3.2 | -2% | . | . | ? | ? | . | i
COC(=O)c1sccc1NC(=O)c1ccc(C)cc1 | 0% | -0.7 | 0% | ? | -3% | i | 32% | 9% | i
COc1ccccc1N1CCN(CCCN2C(=O)C3CCCCN3C2=O)CC1 (stereo unspecified) | 13% | 1.4 | 1% | 7% | . | i | -0.7% | -3% | i
COC(=O)c1c(C(=O)OC)c(-c2ccc(C)cc2)n2c1CS(=O)C2 (stereo unspecified) | -3% | -1.0 | 4% | 11% | -2% | ? | 0.7% | -9% | i
Cc1ccc(-c2nn3nnnc3c3ccccc23)cc1C | 0% | -1.0 | -20% | -5% | -3% | i | 0.3% | 0% | i
CC1CCCCC1NC(=O)COc1ccc(-n2cnnn2)cc1 (stereo unspecified) | 3% | -1.9 | 4% | . | -1% | i | 0.1% | 11% | i
O=[N+]([O-])c1cncc([N+](=O)[O-])c1Nc1cccc(O)c1 | ? | 2.2 | -29% | -4% | -1% | . | ? | -23% | i
Cc1nn(CCCC(=O)NC2CCC(C)CC2)c(=O)c2nn(-c3ccccc3)c(C)c12 (stereo unspecified) | -6% | -2.9 | -7% | 3% | -4% | i | -0.9% | 1% | i
O=C(c1cc(=O)[nH]c2ccccc12)N1CCN(c2ccccc2)CC1 | -22% | -0.8 | 7% | 6% | 0% | i | -0.3% | 0% | i
Cc1nc(N2CCN(C)CC2)[nH]c(=O)c1Cc1cccc2ccccc12 | -3% | 2.1 | 3% | -19% | -1% | i | 0.1% | 2% | i
O=C(Cc1ccccc1)NN=Cc1ccccc1 | -19% | -0.6 | 0% | 14% | . | i | 4.5% | -1% | i
COc1ccc(CCNC(=O)c2cc(S(=O)(=O)N(C)C)ccc2N2CCCC2)cc1 | 6% | 1.2 | -14% | -11% | -2% | i | 2.3% | 5% | i
CCC(=O)c1ccc(N2CCN(C(=O)c3cccc(F)c3)CC2)c(F)c1 | 11% | 0.8 | -13% | ? | -2% | i | -0.4% | 1% | i
O=c1c2[nH]c3cccc(Cl)c3c2ncn1Cc1ccncc1 | -1% | -1.9 | -12% | -5% | -3% | i | 2.6% | 15% | i

Bioassay records deposited in PubChem BioAssay by National Center for Advancing Translational Sciences (NCATS).
